KDM5B inh – inhibitors of human KDM5B histone demethylase. Q9UGL1. KDM5B demethylase, FDH-coupled NADH fluorescence (FDH is formaldehyde dehydrogenase). Potency, µM (top dose mostly 57.7 µM), for inactives: top-dose activity change, negative = inhibition, most hits filed as inhibitors. hit rate 2.6% among 220,000. AID 1347165; active = well fitted inhibition curve with a large enough effect; inconclusive = small, poorly fitted or top-dose-only effect; inactive = no such curve, though single readings can be large or run the other way; also: 0% is about no effect; nearly all actives have a fitted effect of over 70% in size
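qHTS format, multiple compound concentrations. Buffer 50 mM HEPES pH 7.5/0.01% Tween-20; 200 nM KDM5BΔAP final; 10 min compound preincubation; substrate-mix levels 12.5 µM peptide, 25 µM α-KG, 0.25 mM NAD⁺; 30 min RT; ΔRFU.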
An asterisk follows results filed as active; ? = inconclusive; [ ] = remark or other dose. Potency is read from the fitted curve at half-maximal effect. This is a subset; count on the stated rates, not on these rows.

KDM5B inh,mol
4%,CC(C)c1cccc(C(C)C)c1NC(=O)CN(C)C1CCS(=O)(=O)C1 (centres undefined)
-21%,COc1ccc(CCNC(=O)c2ccc(CSCc3ccc(C)cc3)o2)cc1OC
-28%,Cc1cccc(N2CCN(C(=O)CCNS(=O)(=O)c3ccc4c(c3)CCN4C(=O)C3CC3)CC2)c1C
?,Cc1cccc(-c2nnn3c2nc(NCCc2ccc(S(N)(=O)=O)cc2)c2cc(Cl)ccc23)c1
8%,Cc1ccc(C(=O)N2CCC(Oc3ccc(C(N)=O)cn3)CC2)cc1C
-2%,COc1cccc(NC(=O)Cc2cnc(-n3cccc3)s2)c1
-10%,CC(C(=O)N1CCOCC1)N1C(=O)COc2ccc(C(=O)COc3ccc(Cl)cc3)cc21 (centres undefined)
-21%,CCn1c(=O)c2cc(C(=O)N(CC(C)C)CC(C)C)sc2c2ccccc21
20%[86.2 µM],COc1cccc(OCc2nc3c(n2Cc2ccccc2)C(=O)N(C)CCN3)c1
-10%,COCc1ccc(CNC(=O)C=C(C)C)cc1
4%[86.2 µM],CC1(C(=O)NC2CCOCC2)CCCc2cnc(Nc3ccccc3)nc21 (centres undefined)
?,COc1ccccc1-n1nc(CC(N)=O)nc1-c1ocnc1C
?,Cc1noc2c(-c3ccc(CO)cc3)cc(-c3cccs3)nc12
-3%,COc1cc(Cl)c(NS(=O)(=O)c2ccc3c(c2)CC(C)N3C(=O)C2CCC2)c(OC)c1 (centres undefined)
-27%,CCOC(=O)c1c(C)[nH]c(C)c1S(=O)(=O)N1CCCC(C(=O)N2CCN(c3cc(C)ccc3C)CC2)C1 (centres undefined)
-1%,COCCn1c(=O)n([C@H]2CCCN(C(=O)CCc3ccccc3)C2)c2ncccc21
22%,Cc1cccc(NC(=O)CSc2ccc(-c3cccnc3)nn2)c1
-9%,O=S(=O)(NCC(c1ccco1)S(=O)(=O)c1ccccc1)c1ccccc1 (centres undefined)
?,O=C(CSc1nccnc1N1CCN(c2ccccc2)CC1)Nc1ccccc1Cl
?,O=C(c1ccccc1)c1ccc(OCC(O)CNCc2ccc(F)cc2)cc1 (centres undefined)
-26%,CCOC(=O)c1ccc(NC(=O)CSc2c(C(C)C)cnc3c2c(=O)n(C)c(=O)n3C)cc1
3%,O=C(NCC(O)c1ccc(F)c(F)c1)Nc1cccc(Cl)c1Cl (centres undefined)
?,CC(=O)N1CCC([C@@H]2CN(Cc3cccnc3)C[C@H]2CO)CC1
7%,O=C(NCC1CCCN(C(=O)N2CCCC2)C1)c1ccc(-c2ccccc2)cc1 (centres undefined)
-13%,O=C1N[C@@H]2CCN(C(=O)c3ccc(C(F)(F)F)cc3)[C@@H]2C(=O)N1c1ccc(Oc2ccccc2)cc1

Continued; it opens with the 2 that closed the last part.
KDM5B inh,mol
7%,O=C(NCC1CCCN(C(=O)N2CCCC2)C1)c1ccc(-c2ccccc2)cc1 (centres undefined)
-13%,O=C1N[C@@H]2CCN(C(=O)c3ccc(C(F)(F)F)cc3)[C@@H]2C(=O)N1c1ccc(Oc2ccccc2)cc1
?,CCCOC(=O)Nc1ccccc1N=C1CCC/C1=C\c1ccccc1
-14%,Cc1ccc(/C=C/C(=O)NCCc2c[nH]c3ccccc23)o1
?,Oc1ccccc1-c1nc(/C=C/c2ccccc2Cl)nn1-c1ccccc1
-16%,O=C(c1ccccc1)N1CCN(C(=O)c2nnn3c2COC(c2ccccc2)C3)CC1 (centres undefined)
-9%,CCN1CCN(c2nc3ccccc3nc2C(C#N)S(=O)(=O)c2ccc(OC)cc2)CC1 (centres undefined)
-10%,CC1CCCN(c2c(S(=O)(=O)c3ccccc3)cnc3ccc(Cl)cc23)C1 (centres undefined)
-15%,Cc1ccccc1-n1ncc(C(C)NC(=O)c2cc(F)ccc2F)c1C (centres undefined)
?,Cc1ccc(CN2CC[C@H](c3nnc(-c4ccccc4)o3)C2)cc1
9%,C/C(CC(C)(C)C1CCCCC1)=N\N=C(N)N
?,S=C(NCc1ccccc1)N/N=C/c1ccccn1
-2%,O=C(NCc1cccc(C(F)(F)F)c1)c1cccc2c1CCN2C(=O)C1CC1
-1%,CCOc1ccc(S(=O)(=O)N(CC(=O)Nc2ccc3c(c2)OCO3)c2ccccc2)cc1
?,CC(C)CCN1CCCC2(CN[S+](=O)([O-])c3ccccc3N2)C1 (centres undefined)
28%,COC1CCC12CCN(C(=O)CCc1ccccc1)CC2 (centres undefined)
6%,COc1cc2c(c(OC)c1)C(c1cccc(F)c1F)CC(=O)N2 (centres undefined)
26%,COc1ccc(NS(=O)(=O)c2ccc(NS(=O)(=O)c3cccs3)cc2)cc1
?,Cc1nc(Cl)c(N=Cc2cccc([N+](=O)[O-])c2)c(Cl)n1
23%,COc1ccc(NC(=S)N2CCC(NC(=O)c3ccco3)CC2)cc1
-28%,CCOc1ccc(NC(=O)C2CC(=O)N(c3ccc(C(C)C)cc3)C2)cc1 (centres undefined)
-19%,Cc1ccc(C)c(NC(=O)CN2CCN(C3CCCCC3)C(=O)C2=O)c1
2%,CCS(=O)(=O)c1nc(S(=O)(=O)c2ccc(C)cc2)c(NCCCOC)s1
-5%[86.2 µM],Cn1cccc1CN1CCC2(CC1)COc1ccccc1NC2=O
-29%,CC(C)c1ccc(Cn2c(COc3ccccc3)nc3ccccc32)cc1
7%,COc1ccc(C/C(C)=N\NC(=O)c2c[nH]c3ccccc23)cc1OC
-22%,Cn1cc(CC(=O)N2CCCc3ncc(C(=O)N4CCN(CCO)CC4)cc32)c2ccccc21
7%,COc1ccc(C(CNC(=O)CCc2nnc(-c3ccccc3)o2)N(C)C)cc1 (centres undefined)
12%,Cc1cccc(NC(=O)CSCC(=O)N2CCN(C(=O)c3ccco3)CC2)c1
2%,CCC(C(=O)N1CCC(n2cc(-c3nc(C(C)C)no3)nn2)C1)c1ccccc1 (centres undefined)
7%,Cc1ccc(NC(=O)c2nn(CC(C)C)c(=O)c3ccccc23)c(Br)c1
?,Cc1ccc(C(CNC(=O)c2cc3ccccc3oc2=O)N2CCCC2)o1 (centres undefined)
?,CCCCOc1cccc(C(=O)Nc2ccc(NC(=O)c3cccs3)cc2)c1
-27%,O=C(Nc1ccccc1Cl)c1ccc(F)c(S(=O)(=O)NCc2ccc(Cl)c(Cl)c2)c1
-6%,O=C(c1cc(-c2ccccc2)n[nH]1)N1CCc2c(nc(-c3ccccc3)[nH]c2=O)C1
?,N#CC(C(=O)/C=C/c1ccccc1)c1ccc(C(F)(F)F)cn1 (centres undefined)
5%,O=C(Cn1nc(C(=O)O)c2ccccc2c1=O)NC1CCCCCC1
?,c1ccc2c(c1)ncc1nncn12
2%,O=C(NCCc1nc2ccccc2[nH]1)C1CCN(C(=O)N2CC3CC(C2)[C@H]2CCCC(=O)N2C3)CC1 (some centres undefined)
22%,COCCN1C(=O)CS(=O)C12CCN(C(=O)NCc1ccc(OC)cc1)CC2 (centres undefined)
-4%[86.2 µM],COc1ccc(CNC(=O)[C@@H]2CCC[C@@H](NCc3nccs3)CN(C)C(=O)C2)cc1
-18%,CCC1Oc2ccc(NC(=O)COc3ccccc3)cc2CN(Cc2ccc(F)cc2)C1=O (centres undefined)
19%,O=C(c1ccc2c(c1)N(Cc1ccccc1)C(=O)c1ccccc1S2=O)N1CCOCC1 (centres undefined)
11%,CCC1CCCCN1C(=O)C1CC1 (centres undefined)
20%,COc1ccc(-c2nnc3n2CCN(C(=O)c2ccccc2F)C3)cc1
70%[activator][86.2 µM],Cc1cc2cc(-c3c(C)noc3C)nc(NCc3cccc(F)c3)c2o1
-16%,CC(C)c1nc2ccc(C(=O)NCc3ccc(N(C)C)cc3)cc2o1
?,Fc1ccc(CNc2ncncc2-c2nc(-c3ccccc3)no2)cc1
-26%,Cc1ccsc1/C=C(/C#N)C(=O)c1ccccc1
-12%,O=C([C@@H]1C[C@H](Oc2ccccc2)CN1S(=O)(=O)Cc1ccccc1)N1CCOCC1
?,COc1cc(S(=O)(=O)NCCc2c(C)[nH]c3ccc(C)cc23)ccc1Br
?,Cc1nnc(-c2cc(-c3ccc(CO)cc3)ccn2)n1CCN1CCOCC1

(next part)
KDM5B inh,mol
-12%,O=C(COC(=O)c1c[nH]c2ccccc12)NC1CCCCC1
39%[activator],CCn1c(=O)c([N+](=O)[O-])c(NCCCn2ccnc2)c2ccccc21
-7%,O=C(CN(Cc1ccccc1)S(=O)(=O)c1ccc(Br)cc1)NCC1CCCO1 (centres undefined)
-37%,Cc1ccc(C)c(S(=O)(=O)c2nnn3c2nc(Nc2ccc(C)c(C)c2)c2ccccc23)c1
10%,COc1ccc(C2Cn3nnc(-c4nc(-c5ccc(OC(F)(F)F)cc5)no4)c3CO2)cc1 (centres undefined)
0%,O=C(NCc1ccccc1Br)c1ccc2c(c1)nc1n2CCOC1
9%,C/C(=N\NC(=S)NCc1ccccc1)C1CC1
37%[activator],Fc1ccc(-n2ncc3c(Nc4ccc5c(c4)OCCO5)ncnc32)cc1
?,CN(C)C=NC(=O)c1cc2c(n(-c3ccccc3)c1=O)CC(C)(C)CC2=O
?,CCOC(=O)c1ccc(N2C(=O)c3[nH]nc(-c4ccccc4)c3C2c2ccc(CC)cc2)cc1 (centres undefined)
4%,CC(=O)N1CCCc2ccc(NS(=O)(=O)c3ccc(F)cc3F)cc21
-2%[86.2 µM],COc1ccc(-c2cn3c(n2)CO[C@@H](CNCc2ccc(OC(F)(F)F)cc2)C3)cc1
5%,O=C(NCC(c1ccc2c(c1)OCO2)N1CCOCC1)C(=O)Nc1ccccc1 (centres undefined)
11%,COc1cccc(NC(=O)CSc2nc3ccccc3c(=O)n2-c2ncn[nH]2)c1
18%,CC(=O)c1nn(-c2ccccc2)cc1C(=O)c1ccc(C)cc1
-13%,Cn1c(=O)c2c(ncn2CC(=O)OCC(=O)NCc2ccccc2)n(C)c1=O
15%,COc1cc(Cl)c(NCC(=O)NC(C)(C#N)C(C)C)cc1OC (centres undefined)
-18%,CCN1CCN(c2ccc(NC(=O)c3ccc(OC)c(F)c3)cc2C)CC1
-9%,CCOc1ccc2c(n1)CCN(C(=O)c1ccsc1)C2
-12%,NC1CC(c2cc(N3CCN(c4ccc5nccn5n4)CC3)ncn2)C1 (centres undefined)
-18%,CC(CCCCCCCCCCCCCO)(C(=O)O)C(=O)O
-1%[86.2 µM],Cc1noc2c(NCC3CCOCC3)cc(-c3ccc(Cl)cc3)nc12
23%,Cc1ccc(C)c(-c2cc3c(=O)n(CCNC(=O)c4ccc(C#N)cc4)ccn3n2)c1
18%,COC1C(=O)N(C2CCN(C(=O)c3ccc4[nH]ccc4c3)CC2)C12CCOCC2 (centres undefined)
-12%,COc1cccc(CNC(=O)C(=O)NCC(c2ccc3c(c2)OCO3)N2CCOCC2)c1 (centres undefined)
-6%,Cc1ccc(S(=O)(=O)n2nc(-c3ccc(Cl)cc3)nc2NCc2ccc(F)cc2)cc1
-5%,CNC(=O)c1cccc(CNC(=O)C2CCCC2)c1
-9%[86.2 µM],CC(C)CC(=O)Nc1ccc([C@H]2OCC(=O)N(Cc3nccn3C)[C@@H]2CO)cc1
-12%,COc1ccc(C(=O)N2CCN(c3cc(-c4ccc(Cl)cc4)[nH]n3)CC2)cc1
-3%,S=C(Cc1ccccc1)SC/C=C/c1ccccc1
-23%,CSc1ccc(CNC(=O)c2cc3c(s2)CCCC3)cc1
?,CC(C)C(=O)N1CCC2(CC1)CC(N1CCCC1)CCO2 (centres undefined)
25µM*,Cc1ccc(-c2cc(C(=O)N3CCC(c4nc(C5CCOCC5)no4)C3)c3ccccc3n2)cc1C (centres undefined)
?,Nc1nc2ccccc2[nH]1
28µM*,O=C(Cc1cccc(F)c1)N1CCCC(Cc2nc(C3CCOCC3)no2)C1 (centres undefined)
-23%,COc1ccccc1-c1noc(-c2ccc(N3CCC(C)CC3)c([N+](=O)[O-])c2)n1
?,COC(=O)C1CN(C(=O)COc2ccc(Cl)c(C)c2)c2ccccc2O1 (centres undefined)

Among those listed so far, twelve have an NH in an aromatic ring.
KDM5B inh,mol
-27%,CCOC(=O)c1c(C)[nH]c(C)c1S(=O)(=O)N1CCCC(C(=O)N2CCN(c3cc(C)ccc3C)CC2)C1 (centres undefined)
-14%,Cc1ccc(/C=C/C(=O)NCCc2c[nH]c3ccccc23)o1
7%,COc1ccc(C/C(C)=N\NC(=O)c2c[nH]c3ccccc23)cc1OC
-6%,O=C(c1cc(-c2ccccc2)n[nH]1)N1CCc2c(nc(-c3ccccc3)[nH]c2=O)C1
2%,O=C(NCCc1nc2ccccc2[nH]1)C1CCN(C(=O)N2CC3CC(C2)[C@H]2CCCC(=O)N2C3)CC1 (some centres undefined)
?,COc1cc(S(=O)(=O)NCCc2c(C)[nH]c3ccc(C)cc23)ccc1Br
-12%,O=C(COC(=O)c1c[nH]c2ccccc12)NC1CCCCC1
?,CCOC(=O)c1ccc(N2C(=O)c3[nH]nc(-c4ccccc4)c3C2c2ccc(CC)cc2)cc1 (centres undefined)
11%,COc1cccc(NC(=O)CSc2nc3ccccc3c(=O)n2-c2ncn[nH]2)c1
18%,COC1C(=O)N(C2CCN(C(=O)c3ccc4[nH]ccc4c3)CC2)C12CCOCC2 (centres undefined)
-12%,COc1ccc(C(=O)N2CCN(c3cc(-c4ccc(Cl)cc4)[nH]n3)CC2)cc1
?,Nc1nc2ccccc2[nH]1
